High-throughput results: PubChem BioAssay, several laboratories
M1AAP inhibition: P. falciparum M1AAP inhibitors, biochemical, fluorogenic H-Leu-NHMec substrate, 1536-well (AID 1445) | inhibition, % at 30 µM; hits with a dose series show IC50 in µM | 0.42% of 220,000 active | recombinant M1AAP, H-Leu-NHMec fluorogenic kinetic assay; higher % means a stronger effect;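 active = primary inhibition above the hit cutoff, then over 50% inhibition at one or more dose response concentrations, cut at about 23% in these data, passing the limit was not always enough; inconclusive = conflicting primary data, or primary hits not chosen for dose response; inactive = low primary inhibition, or under 50% at every dose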;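 note: plate controls were DMSO full reaction for no effect and no enzyme background for full effect; strong numbers were not always called active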
Ins promoter up: insulin promoter activators in MIN6 cells, imaging, high-content screening, mouse beta cells; MIN6 insulin promoter-GFP reporter; stronger effect = higher value; z-score at 5 µM; 0.3% of 190,000 active; AID 1625, 2009;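 active = z-score above 3 at 5 µM with at least 500 cells counted in the well; inconclusive = wells under 500 cells, flagged as cytotoxic or low count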
Hep lipid drop: inhibitors of hepatocyte lipid droplet formation, primary screen, imaging, high-throughput imaging, BODIPY stain. AML12 mouse hepatocytes, oleate lipid droplets. inhibition, % at 6.5 µM. 0.4% of 240,000 active;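 active = lipid droplet intensity inhibited by at least 50%, with more than 500 cells counted; inconclusive = wells with under 300 cells, treated as cytotoxic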
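Material: mouse AML12 hepatocyte cell line, fixed after treatment; Timing: compound with oleate, overnight; Technique: high-content imaging of BODIPY-stained droplets and DAPI nuclei; Probe or stimulus: oleate, 100 µM final; Dosing: compound at 6.5 µM only.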
MT stabilize HCS: microtubule stabilizers in HeLa cells, primary screen, imaging, high-content imaging. HeLa tubulin immunostaining HCS, 24 h; share of cells brighter than vehicle mean+2SD. % tubulin-high responders, % at 10 µM. 0.83% of 200,000 active. AID 2205, 2009;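 active = plate Z-score above 3 for both tubulin-high and condensed-nucleus cell shares, with cell loss under 80%, at 10 µM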;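 note: anti alpha tubulin signal scored within the nucleus-defined area of each cell; some results filed as inactive read as strong as hits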
Yfh1-depleted yeast: enhancers of respiration in Yfh1-depleted yeast, dose response, Friedreich's ataxia, plus single-dose screen (AID 1465). S. cerevisiae Yfh1-off respiration, WST-1 reduction, 72 h; higher fold induction means a stronger effect. fold induction at 50 µM; hits with a dose series show EC50 in µM. 0.074% of 220,000 active;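 active = fold induction of absorbance versus untreated yeast above a set limit, then at least 30% activation at any dose in follow-up; inconclusive = repeats straddling the limit, or above it without dose testing; inactive = fold induction below the set limit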;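 note: activators that raise dye reduction in frataxin-depleted yeast; strong numbers were not always called active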
ER stress rescue: rescue of cells from ER stress-induced death, primary screen, 384-well, CSM14.1, thapsigargin, ATP luminescence (AID 1222). CSM14.1 thapsigargin-induced death rescue, ATP luminescence; higher % means a stronger effect. one-dose cellular ATP content (survival), % at 20 µM; EC50 in µM for titrated hits. 190,000 tested, under 10 active;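 active = EC50 below 50 µM in the dose-response confirmation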;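 note: death triggered by thapsigargin at about 15 µM added after 2 h compound pretreatment; cell ATP read after overnight thapsigargin exposure of roughly 18 to 22 hours; normalized against plate controls of thapsigargin alone and 5% DMSO vehicle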
Dynein transport: inhibitors of GR-EGFP nuclear translocation, primary screen, dynein cargo transport inhibitor project, imaging, high-content, 3617.4 mouse cells; test concentration mostly 20 µM; stimulated with dexamethasone, 1 µM; stronger effect = lower value; z-score, hits read low; 0.47% of 220,000 active; AID 1381, 2008;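 active = plate z-score of nuclear minus cytoplasmic receptor signal below a set negative limit, without overly bright fluorescence or cell loss, cut at about -3.5 in these data, passing the limit was not always enough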;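 note: z-score of nuclear minus cytoplasmic ring GR-EGFP intensity difference per well; some compounds called inactive have numbers as strong as hits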
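Buffer or medium – tet-free medium with charcoal-stripped serum · Signal – automated 10x imaging of fixed Hoechst-stained cells · Also added – dexamethasone agonist, 1.0 µM final, for 30 min · Incubation – induction 48 h, compound 1 h, agonist 30 min · Read-out – GR-EGFP nuclear translocation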
Autophagy mod: autophagy modulators in MEF cells, primary screen, imaging, high-content, MEF GFP-LC3; AID 463193, 2010; MEF GFP-LC3 puncta imaging; test concentration mostly 10 µM; calls only at 10 µM (by protocol); 0.98% of 190,000 active;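 active = percentage of spot-positive cells more than 3 SD above its plate mean, without a fluorescence outlier flag or 80% toxicity; inconclusive = no clear call, values can overlap the other calls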;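 note: spot-positive cell cutoff set from DMSO-treated cells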
M17LAP inhibition: P. falciparum M17LAP inhibitors, primary screen, biochemical, fluorogenic H-Leu-NHMec substrate, 1536-well (AID 1619); 0.38% of 220,000 active; one-dose inhibition, % at 30 µM; IC50 in µM for titrated hits; Leucine aminopeptidase (Plasmodium falciparum (isolate 3D7)); recombinant M17LAP, H-Leu-NHMec fluorogenic kinetic assay; higher % means a stronger effect;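 active = compound inhibiting the enzyme by more than half at any dose during confirmatory dose-response retesting; inconclusive = strong single-dose inhibitors picked by rank but not retested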;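 note: plate controls were full reaction with DMSO carrier for no effect and no enzyme background for full effect; strong numbers were not always called active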
Dynein transport cytoplasmic EGFP: further read-out of Dynein transport, marked with its call; z-score; measured here: cytoplasmic GR-EGFP intensity; stronger effect = higher value
Dynein transport nuclear GR-EGFP: also measured in Dynein transport; calls as there; z-score; measured here: nuclear GR-EGFP intensity;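 lower value marks the stronger effect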
Dynein transport cell count: further read-out of Dynein transport, marked with its call; z-score; measured here: cell count per field
Ins promoter up cell count: second read-out of Ins promoter up, no call of its own (marks repeat the call); cell count; measured here: cytotoxicity, nuclei count;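 total cells summed across four imaged fields per well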
Hep lipid drop cells 6.5 µM: recorded beside Hep lipid drop, whose call it bears; cell count; measured here: cell count, cytotoxicity flag;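 cells counted across two imaged fields per well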
MT stabilize HCS Hoechst-high %: recorded beside MT stabilize HCS, whose call it bears; % Hoechst-high responders; measured here: nuclear condensation Hoechst responders;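 share of cells brighter than vehicle mean plus two SD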
MT stabilize HCS cytotoxicity %: recorded beside MT stabilize HCS, whose call it bears; toxicity, %; measured here: cytotoxicity by cell density;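 0% = mean cell density of plate MIN control wells and 100% = no cells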
Autophagy mod cell loss 18 h: second read-out of Autophagy mod, no call of its own (marks repeat the call); toxicity, %; measured here: cell loss, nuclei count;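 cell loss after 18 h compound exposure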
The depositor's hits bear a star; i = inactive; ? = inconclusive; . = not tested or not shown.

Results follow in this order: M1AAP inhibition	Ins promoter up	Ins promoter up cell count	Hep lipid drop	Hep lipid drop cells 6.5 µM	MT stabilize HCS	MT stabilize HCS Hoechst-high %	MT stabilize HCS cytotoxicity %	Yfh1-depleted yeast	ER stress rescue	Dynein transport	Dynein transport cytoplasmic EGFP	Dynein transport nuclear GR-EGFP	Dynein transport cell count	Autophagy mod	Autophagy mod cell loss 18 h	M17LAP inhibition
- O=C(Nc1nnc(-c2ccccc2Cl)o1)c1cccnc1
 : -10%	-0.11	1312	-4	625	2.5	2.1	4.9	i	.	0.14	0.71	1	-1.1	i	-1	5%
- O=C(c1cccc(C(=O)N(c2ccccn2)C2CCCCC2)c1)N(c1ccccn1)C1CCCCC1
 : 6%	0.3	1165	18	702	3.7	2.9	10	i	-1.5%	-0.51	-0.33	0.015	1	i	-3	2%
- O=C(OCC(=O)N1CCN(C(=O)c2ccco2)CC1)c1ccccc1OCc1ccccc1
 : 6%	12*	1322*	.	.	2.5	2.0	3.0	i	-1.4%	-0.19	0.35	-0.11	0.031	i	7	7%
- O=C(CN1C(=O)C2CCCCC2C1=O)Nc1nccs1 (centres undefined)
 : -7%	0.99	1106	18	676	5.9	1.9	2.0	i	-1.2%	-0.67	-0.25	-0.24	1.1	i	-6	4%
- CC(=O)Oc1cc(OC(C)=O)c2c(=O)c(-c3ccc4c(c3)OCCCO4)c(C)oc2c1
 : 5%	0.17	1327	2	735	.	.	.	i	.	1.2	-0.25	0.44	-0.94	.	.	-7%
- C/C(=N\Nc1cc(C)nc(-c2ccccc2)n1)c1cccc([N+](=O)[O-])c1
 : .	-1.5	1357	-1	696	2.5	1.5	9.6	i	-1.2%	-0.85	-0.25	-0.31	0.71	i	10	.
- CCCCCC1CC(=O)C=C(C)C1C(=O)OC (centres undefined)
 : 2%	-0.05	1428	-4	745	.	.	.	i	.	-0.39	-0.22	-0.23	0.46	.	.	0%
- CCOP(=O)(c1ccccc1)C(O)c1ccc(F)cc1 (centres undefined)
 : 4%	0.08	1375	0	675	2.2	1.8	4.9	i	-4.0%	1.2	-0.26	0.77	-0.69	i	6	-6%
- c1csc(-c2nn3cnnc3c3ccccc23)c1
 : 7%	-1.2	1204	-10	647	1.3	2.6	0.5	i	1.0%	-0.76	-0.36	-0.68	0.2	i	-2	2%
- O=C(COC(=O)c1cc2ccccc2oc1=O)Nc1ccc(F)cc1F
 : -8%	0.38	1404	-18	636	.	.	.	i	.	1.6	-0.28	0.71	-0.033	.	.	1%
- COc1ccc(CCNc2ccc(N3C(=O)CC(C)C3=O)cc2[N+](=O)[O-])cc1OC (centres undefined)
 : 22%	-0.93	1160	0	663	3.3	2.9	6.2	i	0.7%	-0.95	-0.35	-0.42	0.81	i	11	10%
- O=C(c1cnn2c(C(F)(F)F)cc(-c3ccc4c(c3)OCO4)nc12)N1CCCCC1
 : 5%	1.1	1391	.	.	5.2	3.6	6.8	i	-1.0%	1.1	-0.11	1.2	-1.5	i	-7	7%
- COc1cc2c(cc1NC(=O)COC(=O)CNS(=O)(=O)c1ccc(C)cc1)oc1ccccc12
 : 1%	0.74	1448	-1	654	5.3	2.3	3.0	i	-1.0%	2.6	-0.07	1.3	-1.2	i	5	10%
- Cc1nc(C)c2c(=O)cc(-c3ccccc3)[nH]c2n1
 : 10%	0.34	1160	20	792	43*	26*	52*	i	-2.1%	-0.5	-0.24	-0.18	0.57	i	31	-3%
- COc1cccc(-n2nnnc2SCC(=O)c2ccc(NC(C)=O)cc2)c1
 : 2%	.	.	.	.	3.0	2.3	2.0	i	-1.5%	-0.77	-0.19	-0.15	0.18	i	12	-8%
- COc1ccc(CCN(C)Cc2nc(-c3cnccn3)no2)cc1OC
 : -5%	-0.34	1154	10	729	.	.	.	i	.	0.32	-0.26	0.15	0.03	.	.	7%
- c1sc2[n+](c1C13CC4CC(CC(C4)C1)C3)CCS2
 : 11%	-1.2	885	20	759	2.6	3.3	7.8	i	6.0%	-0.015	-0.27	-0.21	-0.46	i	-8	9%
- COc1ccc(N(CC(=O)Nc2ccc3c(c2)OCCO3)S(=O)(=O)c2cccnc2)cc1
 : -1%	-0.56	1640	11	625	1.8	2.6	5.1	i	-1.0%	-1.2	-0.12	-0.52	0.48	i	15	2%
- CCOc1ccc(N2C(=O)CC(SCCN)C2=O)cc1 (centres undefined)
 : -5%	0.81	1172	.	.	1.7	1.6	1.4	i	-3.0%	-0.61	-0.18	-0.39	-0.0029	i	3	24µM*
- O=C1C=Cc2ccccc2/C1=C/c1[nH]c(=O)[nH]c1O
 : 17%	-0.83	1316	4	639	.	.	.	i	.	0.67	-0.22	0.22	-0.45	.	.	6%
- C=C(C)C(=O)Nc1ccc(NC(C)C)cc1
 : 0%	-0.33	1043	-3	849	.	.	.	i	.	-0.19	-0.81	-0.26	-0.5	.	.	0%
- Cc1cc(C)n(CC(O)COCc2ccco2)n1 (centres undefined)
 : 0%	0.87	1254	.	.	1.8	2.8	4.1	i	0.5%	-0.2	-0.22	0.093	0.31	i	18	-7%
- O=C1CCc2cc(S(=O)(=O)NC(Cc3ccccc3)C(=O)NCC3CCCO3)ccc2N1 (centres undefined)
 : -4%	0.95	885	.	.	3.1	3.0	6.1	i	0.6%	0.042	-0.15	0.066	-0.46	i	3	-6%
- CC(=O)c1ccc(NC(=O)COC(=O)CCC(=O)c2cccs2)cc1
 : 4%	-0.37	1467	-1	681	3.6	2.2	6.2	i	-2.3%	0.6	-0.25	0.48	-0.32	i	1	8%
- CCCCCc1ccc(CC(=O)Nn2c(C)nc3ccccc3c2=O)cc1
 : -3%	.	.	24	820	0.6	0.9	3.9	i	-2.9%	0.15	-0.13	-0.036	-0.56	i	0	9%
- Nc1nonc1/C(=N/O)N1CCCC1
 : ?	0.7	1411	.	.	1.4	1.8	8.2	i	-0.4%	0.15	-0.25	0.038	0.64	i	-10	-5%
- O=C1N=C(N2CCOCC2)CS1
 : 0%	0	1987	6	697	1.5	1.8	4.6	i	-1.4%	-0.4	-0.23	0.021	-0.59	i	3	4%
- CCCOc1ccccc1C1CC(=O)NC(C)=C1C(=O)OCC(C)C (centres undefined)
 : 0%	0.02	1556	.	.	1.8	1.0	6.6	i	-1.0%	-0.17	-0.2	0.13	-0.037	i	17	3%
- Cc1ccc([N+](=O)[O-])cc1NC(=O)C[n+]1ccccc1
 : 7%	1.5	1357	8	676	2.3	2.4	13	i	1.4%	-0.73	0.053	-0.95	0.27	i	-6	-11%
- O=C(Nc1ccc(Cl)cc1)N1CCSc2ccccc21
 : -4%	1.1	1260	.	.	2.0	2.5	4.9	i	-0.7%	0.77	-0.23	0.66	0.59	i	-31	5%
- O=C(NNc1ncnc2sccc12)c1ccc(Cl)cc1
 : 2%	-0.7	1019	12	738	.	.	.	i	.	-0.49	-0.21	0.16	0.14	.	.	-5%
- Cc1ccc(C(=S)N2CCN(Cc3ccccc3)CC2)s1
 : 6%	0.04	1580	20	629	6.0	1.7	9.1	i	0.2%	1.3	-0.23	0.37	0.37	i	-7	5%
- Cc1ccc(CNC(=O)C2CCCN(S(=O)(=O)c3c(C)n[nH]c3C)C2)cc1 (centres undefined)
 : 8%	.	.	13	800	1.2	2.6	10	i	-2.4%	0.5	-0.19	0.23	-1.4	i	3	11%
